GRP78 ERSR act = ER stress response induction in glioma; Potency, µM, inactives show top-dose activation, usual class: activators; U87-MG GRP78 promoter luciferase reporter, 16 h; actives 0.02% (n = 420,000); note: potency is the fitted concentration of half-maximal effect; series mostly up to about 76 µM; % of control where 0% means no effect; nearly all actives have a fitted effect of over 35% in size
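ERSR induction read as luciferase luminescence (Bright-Glo, 10 min at room temperature) in stably transfected human U87-MG glioma cells exposed to compounds for 16 h, using GRP78 as sensor.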
RXFP1 agonist = activates the human relaxin receptor RXFP1. HEK293T-RXFP1 cAMP TR-FRET, 30 min; response scale: percent of porcine relaxin response, buffer zero. Potency, µM (highest dose often 57.5 µM), inactives show top-dose activation, actives largely listed as activators. actives 0.3% (n = 370,000). AID 2676; note: potency is the fitted concentration of half-maximal effect; % is set by controls: 0 for no effect and ±100 for the full control effect; nearly all actives have a fitted effect of over 60% in size; many of its hits are not listed in these tables
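cAMP rise read by TR-FRET after 30 min, 37C compound exposure (up to 58 uM) in RXFP1-transfected HEK293 cells with Ro 20174 present. EC50 from Hill-equation fits, with 29 nM porcine relaxin as 100% and buffer as basal.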
mIDH1 inhibitor = human IDH1 R132H inhibition. actives 0.093% (n = 390,000). IDH1-R132H enzyme, NADPH consumption, diaphorase/resazurin fluorescence. AID 602179. Potency, µM (doses to about 76.6 µM), inactives show at the top dose activity change, negative = inhibition, most hits filed as inhibitors; note: potency is the fitted concentration of half-maximal effect; % is set by controls: 0 for no effect and ±100 for the full control effect; nearly all actives have a fitted effect of over 65% in size
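IDH1-R132H (0.5 ug/mL dispensed) in pH 7.5 Tris buffer was preincubated 30 min with compound, then given a substrate mix of 0.016 mM NADPH and 2 mM alpha-KG for 80 min at room temperature; remaining NADPH was read by diaphorase/resazurin fluorescence.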
PI4K2A block = inhibitors of human PI4K2A | Q9BTU6 | purified PI4K2A, ADP-Glo luminescence, 1 h; hits give low values | activity change, negative = inhibition, % at 76.9 µM | actives 0.13% (n = 420,000) | AID 1346378; in the data active = activity change below about -50%; inconclusive = mostly about -30% to -49%;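 note: -100% = wells without enzyme as full effect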
Target sequence (Q9BTU6 whole entry, looked up): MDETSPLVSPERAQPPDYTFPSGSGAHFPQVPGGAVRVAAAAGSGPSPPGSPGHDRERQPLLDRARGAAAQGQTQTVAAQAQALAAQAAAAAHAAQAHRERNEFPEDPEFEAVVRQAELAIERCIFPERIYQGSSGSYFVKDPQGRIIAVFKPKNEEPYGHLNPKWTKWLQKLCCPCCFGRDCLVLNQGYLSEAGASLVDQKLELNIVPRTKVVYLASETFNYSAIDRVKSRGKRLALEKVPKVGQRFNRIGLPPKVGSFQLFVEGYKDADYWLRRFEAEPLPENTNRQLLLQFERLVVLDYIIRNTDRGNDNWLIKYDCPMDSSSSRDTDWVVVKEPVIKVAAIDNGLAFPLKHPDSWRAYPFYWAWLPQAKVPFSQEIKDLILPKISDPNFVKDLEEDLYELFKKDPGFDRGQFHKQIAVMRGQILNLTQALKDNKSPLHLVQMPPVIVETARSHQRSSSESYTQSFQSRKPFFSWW
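Compounds are screened against recombinant PI4K2A using PI as substrate and ATP, the latter dispensed at 300 microM. Reactions run one hour at ambient temperature before ADP-Glo detection; full inhibition defined by wells lacking enzyme.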
Vif-APOBEC3F blk = blocks the Vif interaction with APOBEC3F. HeLa A3F-eYFP + Vif (tagged APOBEC3F with the HIV-1 protein that degrades it), YFP fluorescence increase. actives 0.2% (n = 390,000). Potency, µM (top dose mostly 46.1 µM), for inactives: top-dose activity, negative = active; note: potency is the fitted concentration of half-maximal effect; % of control where 0% means no effect; nearly all actives have a fitted effect of over 65% in size
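Fluorescence increase (Ex 488/Em 500-530) after overnight compound treatment at 37 deg C flags inhibition of Vif-driven A3F-eYFP loss in stable HeLa A3F-eYFP/Vif cells seeded overnight beforehand.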
USP1 inh = USP1/UAF1 (human) deubiquitinase inhibition. O94782. recombinant USP1/UAF1, Ub-Rhodamine cleavage fluorescence. Potency, µM (doses to about 57.1 µM), without a hit: at the top dose activity change, negative = inhibition, usual class: inhibitors. actives 0.23% (n = 390,000); note: potency is the fitted concentration of half-maximal effect; % is set by controls: 0 for no effect and ±100 for the full control effect; nearly all actives have a fitted effect of over 60% in size; inactives centre near -12
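In this screen, compounds sit with the deubiquitinase complex (1nM) for 15 min at room temperature before Ub-Rho is added at 150nM final. Fluorescence rise is then followed for 6 reads every 60 seconds.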
LDHA inh = LDHA (human) enzyme inhibition; actives 0.15% (n = 480,000); purified LDHA, NADH/diaphorase-resazurin fluorescence; hits give low values; AID 1347041; activity change, % (values are at about 110 or 230 µM); in the data active = activity change below about -30%; inconclusive = mostly about -25% to -30%;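 note: plate controls were DMSO wells for no effect and wells without enzyme for full effect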
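Human LDH5 (2 nM) was incubated with 0.06 mM NADH and 0.2 mM pyruvate for 5 min at room temperature in Tris pH 7.4. Remaining NADH was coupled through diaphorase/resazurin, and resorufin fluorescence was read at 0 and 20 min.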
Vif-APOBEC3G blk = Vif-A3G binding inhibition. HeLa A3G-eYFP + Vif (tagged APOBEC3G with the HIV-1 protein that degrades it), YFP fluorescence, overnight. actives 0.076% (n = 410,000). AID 602310. Potency, µM (top dose mostly 46.1 µM), without a hit: at the highest dose activity, negative = active, actives largely listed as inhibitors. Q9HC16;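 note: potency is the fitted concentration of half-maximal effect; % is set by controls: 0 for no effect and ±100 for the full control effect; nearly all actives have a fitted effect of over 60% in size; hits raise eYFP signal because A3G escapes Vif-driven loss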
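HeLa cells stably expressing Vif and C-terminally eYFP-tagged A3G, seeded overnight at 37 deg C, then exposed to compound by pintool overnight at 37 deg C. Rise in yellow fluorescence (Ex 488/Em 500-530, Acumen) marks blocked Vif-driven A3G degradation.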
TrxR1 substrate = rat thioredoxin reductase 1 substrate activity; Potency, µM (series often up to 114 µM), inactives show top-dose activity change, negative = substrate turnover; purified TrxR1 substrate turnover, NADPH consumption readout; actives 0.01% (n = 390,000); note: potency is the fitted concentration of half-maximal effect; % is set by controls: 0 for no effect and ±100 for the full control effect; nearly all actives have a fitted effect of over 50% in size
Target sequence (O89049 whole entry, looked up): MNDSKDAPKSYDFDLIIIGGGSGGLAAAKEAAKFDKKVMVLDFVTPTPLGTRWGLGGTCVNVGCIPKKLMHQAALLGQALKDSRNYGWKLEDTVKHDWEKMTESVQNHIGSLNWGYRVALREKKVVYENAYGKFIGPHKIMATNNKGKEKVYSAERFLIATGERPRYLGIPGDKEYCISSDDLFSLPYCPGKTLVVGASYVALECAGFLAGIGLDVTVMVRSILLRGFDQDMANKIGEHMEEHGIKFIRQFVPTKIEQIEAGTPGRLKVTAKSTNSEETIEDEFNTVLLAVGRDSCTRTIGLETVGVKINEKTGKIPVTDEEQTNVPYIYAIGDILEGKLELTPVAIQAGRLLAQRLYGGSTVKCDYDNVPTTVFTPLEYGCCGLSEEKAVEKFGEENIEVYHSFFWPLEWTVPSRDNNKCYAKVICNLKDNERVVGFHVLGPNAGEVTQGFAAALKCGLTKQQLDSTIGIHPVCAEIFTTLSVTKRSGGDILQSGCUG
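Rat TrxR1, dispensed at 90 nM, was prereduced with 400 uM NADPH (final) for 5 min at ~22 deg C, then incubated with compound 15 min before 400 uM selenite. A first-read NADPH fluorescence drop versus no-compound background flagged substrates.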
* hit, by the source's call; [ ] = remark or other dose. Unless noted, calls come from the whole dose curve; as a rule, active = well fitted curve in the direction sought with a large enough effect; inconclusive = small, poorly fitted or top-dose-only effect, or another doubt; inactive = no such curve, though single readings can be large; an effect the other way counts as inactive or inconclusive. These rows are one share of the data; the hit share may differ from the screen's.

`CC(C)(C)n1nc2c(c1NC(=O)c1ccc(Cl)c([N+](=O)[O-])c1)CS(=O)(=O)C2` gave GRP78 ERSR act 0%, RXFP1 agonist -0.5%, mIDH1 inhibitor -18%, PI4K2A block 1, Vif-APOBEC3F blk -13%, USP1 inh -13%, LDHA inh 0, Vif-APOBEC3G blk 2% and TrxR1 substrate -12%.
Screening CCOc1ccc(-n2c(=O)c3sccc3n(CC(=O)NC3CCCCC3)c2=O)cc1 returned GRP78 ERSR act -5%, RXFP1 agonist 25%, mIDH1 inhibitor 10%, PI4K2A block -1, Vif-APOBEC3F blk 1%, USP1 inh -13%, LDHA inh -1, Vif-APOBEC3G blk -1% and TrxR1 substrate -4%.
`COc1nc(-c2ccc(Cl)cc2)ccc1-c1noc(-c2cccs2)n1` gave GRP78 ERSR act 0%, RXFP1 agonist 3.1%, mIDH1 inhibitor 3%, PI4K2A block 1, Vif-APOBEC3F blk inconclusive, USP1 inh inconclusive, LDHA inh -7, Vif-APOBEC3G blk -1% and TrxR1 substrate 57%[activator].
For CC(=O)c1ccc(C(=O)N(Cc2cccnc2)c2nc3c(Cl)cccc3s2)cc1 the results were GRP78 ERSR act -6%, RXFP1 agonist -2.5%, mIDH1 inhibitor -1%, PI4K2A block -2, Vif-APOBEC3F blk 3%, USP1 inh -31%, LDHA inh -1, Vif-APOBEC3G blk 4% and TrxR1 substrate -8%[57.1 µM].
`O=C1CSC(c2ccc([N+](=O)[O-])cc2)N1Cc1ccccc1` (stereo not drawn) gave GRP78 ERSR act -3%, RXFP1 agonist 0.7%, mIDH1 inhibitor 0%, PI4K2A block -2, Vif-APOBEC3F blk -1%, USP1 inh -21%, LDHA inh 1, Vif-APOBEC3G blk -2% and TrxR1 substrate 2%.
For Cc1oc(-c2ccccc2F)nc1CS(=O)CC(=O)NCc1ccccn1 (stereo not drawn) the results were GRP78 ERSR act 1%, RXFP1 agonist -2.0%, mIDH1 inhibitor 2%, PI4K2A block -8, Vif-APOBEC3F blk 5%, USP1 inh -12%, LDHA inh -4, Vif-APOBEC3G blk -1% and TrxR1 substrate 9%.
Screening CN(C)C(CNC(=O)c1ccc([N+](=O)[O-])cc1Cl)c1ccco1 (stereo not drawn) returned GRP78 ERSR act -3%, RXFP1 agonist 0.6%, mIDH1 inhibitor -3%, PI4K2A block -3, Vif-APOBEC3F blk -4%, USP1 inh -5%, LDHA inh -3, Vif-APOBEC3G blk 0% and TrxR1 substrate -1%.
Screening Cc1nn(-c2ccc(F)cc2)c2nc(N)c(C#N)c(-c3cccs3)c12 returned GRP78 ERSR act -5%, RXFP1 agonist inconclusive, mIDH1 inhibitor 2%, PI4K2A block 0, Vif-APOBEC3F blk inconclusive, USP1 inh inconclusive, LDHA inh 0, Vif-APOBEC3G blk inconclusive and TrxR1 substrate 15%[57.1 µM].
Screening O=C(OCN1C(=O)c2ccccc2C1=O)c1ccco1 returned GRP78 ERSR act 1%, RXFP1 agonist 1.2%, mIDH1 inhibitor 3%, PI4K2A block -5, Vif-APOBEC3F blk -4%, USP1 inh 7%, LDHA inh -10, Vif-APOBEC3G blk 7% and TrxR1 substrate -9%.
For CCCCNc1c(-c2ccc(-c3ccc(OC)cc3)c(OC)c2)nc2ccccn12 the results were GRP78 ERSR act -4%, mIDH1 inhibitor -3%, PI4K2A block 0, Vif-APOBEC3F blk 3%, USP1 inh inconclusive, LDHA inh 1, Vif-APOBEC3G blk -13% and TrxR1 substrate 110%[activator].
Screening Cc1ccc(NS(=O)(=O)c2ccc3c(c2)CCN3C(=O)CCC(=O)O)cc1Cl returned GRP78 ERSR act -3%, RXFP1 agonist 3.3%, mIDH1 inhibitor -20%, PI4K2A block -2, Vif-APOBEC3F blk 4%, USP1 inh -12%, LDHA inh -18, Vif-APOBEC3G blk 2% and TrxR1 substrate 1%.
For COc1ccc(C(C)C)cc1-c1cc(C(=O)NCc2cc(C(F)(F)F)cc(C(F)(F)F)c2)[nH]n1 the results were GRP78 ERSR act 0%, PI4K2A block -4, LDHA inh -3 and Vif-APOBEC3G blk 3%.
N#Cc1ccccc1Cn1c(=O)n(Cc2ccc(C(=O)NCc3ccco3)cc2)c(=O)c2sccc21 was read as GRP78 ERSR act -4%, RXFP1 agonist 1.5%, mIDH1 inhibitor -8%, PI4K2A block -11, Vif-APOBEC3F blk 0%, USP1 inh inconclusive, LDHA inh -2, Vif-APOBEC3G blk -6% and TrxR1 substrate 0%.
Screening COC(=O)c1ccc(CSc2ncnc3sc(C)c(C)c23)o1 returned GRP78 ERSR act -3%, RXFP1 agonist 8.1%, mIDH1 inhibitor 3%, PI4K2A block 0, Vif-APOBEC3F blk -1%, USP1 inh 2%, LDHA inh -4, Vif-APOBEC3G blk -9% and TrxR1 substrate 7%[57.1 µM].
Screening C[C@@]12CCC=C[C@H]1[C@H](c1ccc3ccccc3c1/C=C/c1ccccc1)N(Cc1ccccc1)C2=O returned GRP78 ERSR act 6%, RXFP1 agonist -2.6%, mIDH1 inhibitor 0%[38.3 µM], PI4K2A block -12, Vif-APOBEC3F blk 0%, USP1 inh -12%, LDHA inh -2, Vif-APOBEC3G blk 7% and TrxR1 substrate 4%.
Screening CCOC(=O)/C(=N\Nc1ccccc1)c1csc(Nc2ccc(C)cc2)n1 returned GRP78 ERSR act 4%, RXFP1 agonist 1.8%, mIDH1 inhibitor -3%, PI4K2A block 1, Vif-APOBEC3F blk 3%, USP1 inh -21%, LDHA inh 0, Vif-APOBEC3G blk -7% and TrxR1 substrate -17%.
COc1ccc(S(=O)(=O)Nc2cc(C(=O)NC(C)C)ccc2N2CCOCC2)cc1 was read as GRP78 ERSR act -4%, RXFP1 agonist -1.0%, mIDH1 inhibitor 0%, PI4K2A block 1, Vif-APOBEC3F blk 0%, USP1 inh -4%, LDHA inh -5, Vif-APOBEC3G blk inconclusive and TrxR1 substrate 10%[57.1 µM].
Screening NS(=O)(=O)c1ccc(CNC(=S)NCc2ccc(F)cc2)cc1 returned GRP78 ERSR act -6%, RXFP1 agonist 3.8%, mIDH1 inhibitor -1%, PI4K2A block 2, Vif-APOBEC3F blk 4%, USP1 inh -3%, LDHA inh -5, Vif-APOBEC3G blk -1% and TrxR1 substrate -3%.
For Cc1csc(=Nc2cccnc2)n1Cc1ccco1 the results were GRP78 ERSR act -1%, RXFP1 agonist -0.9%, mIDH1 inhibitor 15%, PI4K2A block -11, Vif-APOBEC3F blk inconclusive, USP1 inh -31%, LDHA inh -4, Vif-APOBEC3G blk -2% and TrxR1 substrate 10%[57.1 µM].
Screening CC(=O)Nc1ccc(NC(=O)C(C)OC(=O)CCC(=O)c2ccc(F)cc2)cc1 (stereo not drawn) returned GRP78 ERSR act -4%, RXFP1 agonist -0.4%, mIDH1 inhibitor 5%, PI4K2A block -1, Vif-APOBEC3F blk -6%, USP1 inh -22%, LDHA inh -10, Vif-APOBEC3G blk -6% and TrxR1 substrate 10%[0.457 µM].
Cc1ccc(Nc2nc(NCc3ccco3)nc3nccnc23)cc1C was read as GRP78 ERSR act -4%, LDHA inh -20, Vif-APOBEC3G blk -15% and TrxR1 substrate 8%[0.0914 µM].
Cc1ccc(C)n1-n1cnc2sc3c(c2c1=O)CCCCC3 was read as GRP78 ERSR act 1%, RXFP1 agonist 0.2%, mIDH1 inhibitor -2%, PI4K2A block -4, Vif-APOBEC3F blk -24%, USP1 inh 2%, LDHA inh -2, Vif-APOBEC3G blk -6% and TrxR1 substrate -9%.
COC(=O)/C=C/C1=CN(Cc2ccccc2)CCC1=O was read as GRP78 ERSR act -5%, mIDH1 inhibitor 4%, PI4K2A block -2, Vif-APOBEC3F blk 2%, USP1 inh -28%, LDHA inh 2, Vif-APOBEC3G blk 0% and TrxR1 substrate -10%[57.1 µM].
For CC(NC(=O)C1CCCC1)c1ccc2c(c1)OCCO2 (stereo not drawn) the results were GRP78 ERSR act 2%, RXFP1 agonist 3.1%, mIDH1 inhibitor 5%, PI4K2A block -3, Vif-APOBEC3F blk 4%, USP1 inh -15%, LDHA inh -1, Vif-APOBEC3G blk -4% and TrxR1 substrate 11%[57.1 µM].
Screening CNc1ccc(/C=C2\C=Cc3ccccc32)cc1Br returned GRP78 ERSR act 2%, LDHA inh -7, Vif-APOBEC3G blk -25% and TrxR1 substrate -4%.

Retrieved one by one from above:
For CC(NC(=O)C1CCCC1)c1ccc2c(c1)OCCO2 (stereo not drawn) the results were GRP78 ERSR act 2%, RXFP1 agonist 3.1%, mIDH1 inhibitor 5%, PI4K2A block -3, Vif-APOBEC3F blk 4%, USP1 inh -15%, LDHA inh -1, Vif-APOBEC3G blk -4% and TrxR1 substrate 11%[57.1 µM].
Cc1ccc(C)n1-n1cnc2sc3c(c2c1=O)CCCCC3 was read as GRP78 ERSR act 1%, RXFP1 agonist 0.2%, mIDH1 inhibitor -2%, PI4K2A block -4, Vif-APOBEC3F blk -24%, USP1 inh 2%, LDHA inh -2, Vif-APOBEC3G blk -6% and TrxR1 substrate -9%.

Screens deposited in PubChem BioAssay by National Center for Advancing Translational Sciences (NCATS).
